# Assay outcomes: PubChem BioAssay, several laboratories
# ERa SRC1 pot: ER-alpha (human) coactivator binding potentiation; P03372; TR-FRET ERalpha-LBD/SRC-Cy5 coactivator binding, 2 h; 100 = basal binding, no effect; coactivator binding (% of control), % at 25.6 µM; 86,000 compounds, 1.3% hits; AID 639; in the data active = activity above about 200%;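 also: binding measured in presence of low estradiol as agonist stimulus; 0% = peptide alone without receptor and 100% = receptor with peptide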
# Fibroblast inh: blocks proliferation of human lung fibroblasts. LL 47 human lung fibroblast viability, ATP luminescence; hits give low values. viability, % at 10 µM. 85,000 compounds, 1.1% hits;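 active = viability at or below 50% in the single dose screen; inactive = viability above 50%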;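 also: compound exposure lasted 72 h before the ATP readout; 100% = median luminescence of untreated cell-only wells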
#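 Material: human lung fibroblast line LL 47, low passage; Evaluation: viability percentage against median untreated-cell control; Buffer or medium: 15% FBS in IMEM; Incubation: 72 h compound exposure at 37 °C after overnight plating; Dosing: 0.1% DMSO in all compound wells; Measured by: CellTiter-Glo luminescence.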
# ERa SRC1 inh: ER-alpha (human) coactivator binding inhibition. AID 629. 86,000 compounds, 1.7% hits. P03372. TR-FRET ER-alpha LBD / SRC-1 peptide, estradiol-bound. inhibition, % at 25.6 µM; in the data active = inhibition above about 50%;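 also: 0% = receptor plus peptide control and 100% = peptide only without receptor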
# Smad3 inh: Smad3 (human) transcription factor binding inhibition; 88,000 compounds, 0.29% hits; inhibition, % at 25 µM; AID 630; TR-FRET Smad3/Dy647-FoxH1 peptide binding, europium anti-His;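 active = compounds that reduce the energy-transfer binding signal between the protein and its labelled peptide by more than half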;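 also: 0% = Smad3 plus labelled peptide maximal FRET and 100% = peptide-only background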
# Target sequence (P84022 whole entry, looked up): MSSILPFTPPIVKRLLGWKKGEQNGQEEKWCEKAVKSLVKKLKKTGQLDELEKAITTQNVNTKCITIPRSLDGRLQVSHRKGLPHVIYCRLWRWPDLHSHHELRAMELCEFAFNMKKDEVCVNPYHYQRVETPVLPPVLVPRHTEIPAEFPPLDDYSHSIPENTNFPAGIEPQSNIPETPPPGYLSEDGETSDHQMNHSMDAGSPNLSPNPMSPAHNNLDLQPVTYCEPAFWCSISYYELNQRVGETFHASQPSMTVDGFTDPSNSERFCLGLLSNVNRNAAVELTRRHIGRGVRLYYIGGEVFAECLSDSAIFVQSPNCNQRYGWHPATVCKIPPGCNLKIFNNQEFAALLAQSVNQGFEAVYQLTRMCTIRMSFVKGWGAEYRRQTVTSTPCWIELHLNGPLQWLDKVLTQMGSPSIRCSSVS
# ERb coact inh: ER-beta (human) coactivator binding inhibition; Q92731; TR-FRET ER-beta LBD / SRC1-Cy5 peptide binding; receptor agonist-loaded with 1 µM estradiol; inhibition, % at 25.6 µM; 86,000 compounds, 1.3% hits; AID 633;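 active = compounds whose percent inhibition of the receptor-coactivator binding signal exceeds about 50% in the single-dose screen, limit read from the data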;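 also: 0% = receptor plus peptide wells without compound and 100% = peptide-only wells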
# Target sequence (Q92731 whole entry, looked up, the tested form may be a part): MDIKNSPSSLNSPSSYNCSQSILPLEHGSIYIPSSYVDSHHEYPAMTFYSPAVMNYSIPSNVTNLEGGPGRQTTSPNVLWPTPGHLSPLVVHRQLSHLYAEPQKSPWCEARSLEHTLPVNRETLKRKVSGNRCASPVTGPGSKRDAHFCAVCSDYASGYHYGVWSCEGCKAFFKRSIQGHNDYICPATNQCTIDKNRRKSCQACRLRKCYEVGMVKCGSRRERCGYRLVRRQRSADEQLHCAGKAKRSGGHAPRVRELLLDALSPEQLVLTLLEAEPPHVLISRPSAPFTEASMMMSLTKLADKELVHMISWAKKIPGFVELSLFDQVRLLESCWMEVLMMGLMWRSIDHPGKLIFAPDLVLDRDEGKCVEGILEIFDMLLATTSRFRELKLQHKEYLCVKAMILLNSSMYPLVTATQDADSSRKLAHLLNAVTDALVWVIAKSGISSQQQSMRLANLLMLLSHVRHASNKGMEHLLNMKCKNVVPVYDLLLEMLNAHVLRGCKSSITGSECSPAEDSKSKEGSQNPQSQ
# MT1-MMP txn act: MT1-MMP promoter transcription activation. activation factor at 10 µM. 86,000 compounds, 0.16% hits. HT1080 MT1-MMP promoter luciferase reporter, luminescence, overnight; hits give high values;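 active = activation factor of at least 2 for MT1-MMP transcription at 10 µM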
# H69AR growth 86K: blocks growth of human H69AR lung tumor cells; H69AR lung tumor viability, ATP luminescence, 72 h; hits give low values; viability, % at 10 µM; 85,000 compounds, 6% hits; AID 598;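 active = viability at or below 40%; inactive = viability above 40%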;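 also: multidrug resistant small cell line overexpressing MRP-1 efflux transporter; 100% = mean luminescence of untreated control wells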
# HUVEC prolif 384: inhibitors of human endothelial cell proliferation; AID 648; HUVEC proliferation, CellTiter-Glo luminescence, 72 h; hits give low values; viability, % at 10 µM (by protocol); 86,000 compounds, 1.1% hits;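 active = viability at or below 30%; inactive = viability above 30%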;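 also: 100% = median luminescence of DMSO-only cell control wells on each plate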
# CD11b adhes enh: increases human CD11b/CD18 adhesion to fibrinogen | 93,000 compounds, 0.07% hits | K562 CD11b/CD18 adhesion to fibrinogen, ATPlite luminescence | activation, % at 10 µM;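 active = 10 µM primary screen giving 50% or more activity, confirmed by 40% or more on retest at that dose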; also: strong numbers were not always called active
# * marks the source's active call; other numbers are inactive results; . = not tested or not shown; [ ] = another dose, or the depositor's remark. An excerpt; count on the stated rates, not on these rows.
SMILES	ERa SRC1 pot	Fibroblast inh	ERa SRC1 inh	Smad3 inh	ERb coact inh	MT1-MMP txn act	H69AR growth 86K	HUVEC prolif 384	CD11b adhes enh
COc1ccc(-n2cc(-c3ccccc3)c3c(N4CCN(CCO)CC4)ncnc32)cc1	95	74	-2	-2	8	0.9	58	30*	0
COc1cc(CCC(=O)OCn2nnc3ccccc3c2=O)cc(OC)c1OC	126	101	-11	-12	-10	1.2	95	100	-2
C=CCSc1n[nH]c(-c2ccc(OCCC)cc2)n1	106	93	-30	17	-31	1.1	81	97	8
CCOc1nc(-c2ccccc2)ccc1-c1noc(-c2ccco2)n1	121	95	-1	-10	13	1	42	91	.
Brc1ccc(-c2cnc(-c3cccs3)o2)cc1	124	92	-1	0	2	1.9	89	96	-4
Cc1ccc2c(c1)cc(CN(Cc1ccco1)C(=O)COc1ccccc1)c1nnnn12	107	102	-14	-8	-8	1.2	38*	84	-4
CCCCCC1CC(/C(C)=N/NC(N)=O)OC1=O (centres undefined)	106	94	-7	4	-2	1.1	89	104	0
COc1ccc(-c2cc(C(=O)Nc3ccc(C)cc3)no2)cc1	83[fluorescence artefact?]	112	11	12	15[fluorescence artefact?]	1.2	76	110	11
CSc1nnc(-c2sc3cc(C(F)(F)F)cnc3c2-c2ccccn2)n1C	347*[fluorescence artefact?]	106	1[fluorescence artefact?]	3	-1[fluorescence artefact?]	1.2	87	93	1
Cc1ccc(C)c2[nH]c(=O)c(C(c3nnnn3Cc3ccco3)N3CCc4ccccc4C3)cc12 (centres undefined)	220*[fluorescence artefact?]	97	19[fluorescence artefact?]	5	31[fluorescence artefact?]	1.4	59	77	2
CCn1c(=O)cc(SCC(=O)N2CCN(C)CC2)c2ccccc21	100	94	3	24[fluorescence artefact?]	-9	1.4	97	84	1
O=C(COC(=O)c1ccc(Br)o1)NCCCc1ccccc1	115	100	-2	8	-4	1.1	100	102	-6
O=C(C1CCN(S(=O)(=O)c2cccc3cccnc23)CC1)N1CCN(C2CCCC2)CC1	122	93	6	0	-7	1.1	88	98	.
Cc1nnc(SCC(=O)N2CCC(C(=O)Nc3nccs3)CC2)n1Cc1ccccc1	119	94	0	-1	3	1	87	103	.
C=CCc1c(C)nc(SCC(N)=O)[nH]c1=O	94	97	-5	4	-5	1.2	96	98	-2
CN(C)c1ccc(C2C=C(c3ccc(Cl)cc3OC(F)F)Nc3ncnn32)cc1 (centres undefined)	61[fluorescence artefact?]	83	21	7	17	1.1	14*	57	3
O=C(Nc1cccc(OC(F)(F)F)c1)c1ccc(Br)o1	85[fluorescence artefact?]	101	0	6	4	1.2	82	94	0
c1ccc(N2CCN(c3ncnc4c3oc3ccccc34)CC2)cc1	116	98	5	-1	2	1	49	48	-3
O=C(c1ccco1)n1nc(-c2ccccc2)nc1SCc1ccccc1	104	96	9	0	-1[fluorescence artefact?]	1.4	97	96	-2
Cn1c(=O)oc2cc(S(=O)(=O)N3CCC(C(=O)NCc4cccs4)CC3)ccc21	115[fluorescence artefact?]	93	-7	-3	-12	1.1	108	96	1
CN1CCN(C(=O)CCCOc2cc(=O)n(C)c3ccccc23)CC1	102	95	-2	5	1	1.1	94	96	-3
CCC(=O)Nc1nonc1-c1nc2ccccc2n1CC(C)C	111	82	-6	4	-2	0.9	86	85	0
Cc1ccc(Cl)cc1N1CCN(C(=O)CSc2nnc3n2C(C)(C)Cc2ccccc2-3)CC1	95[fluorescence artefact?]	88	-2	7	-8[fluorescence artefact?]	1.2	77	36	.
CN(C)CCNC(=O)c1coc(=O)c(Br)c1	107[fluorescence artefact?]	106	3	-1	-1	1.2	64	112	0
O=C(O)CC1C(=O)OCN1C(=O)OCc1ccccc1 (centres undefined)	124	102	0	9	-12	1.1	101	111	-5
COc1ccc(CN2CCN(C)CC2)cc1OCc1ccccc1	141	94	11	20	-7	1.1	90	93	3
c1ccc(CC2CCN(Cc3nc(-c4ccccc4)no3)CC2)cc1	101	96	-9	-4	0	1.2	94	112	-2
O=C(Cc1cccs1)Nn1c(Cc2cccs2)nc2ccccc2c1=O	79	103	22	9	15	1	107	97	1
C=CCn1c(NCCc2ccccc2)nc2c1c(=O)n(C)c(=O)n2C	96	102	-11	5	-2	0.9	85	103	-2
Cc1nc2[nH]c(=O)c3c(n2n1)NC1=C(C(=O)CC(C)(C)C1)C3c1ccc(F)cc1 (centres undefined)	106	102	1	2	-6	1.2	83	93	0

# Entries of single compounds, looked up by structure. Values in the order: ERa SRC1 pot, Fibroblast inh, ERa SRC1 inh, Smad3 inh, ERb coact inh, MT1-MMP txn act, H69AR growth 86K, HUVEC prolif 384, CD11b adhes enh
# `CN(C)c1ccc(C2C=C(c3ccc(Cl)cc3OC(F)F)Nc3ncnn32)cc1` (centres undefined) across the screens: 61[fluorescence artefact?], 83, 21, 7, 17, 1.1, 14*, 57, 3
# `CCn1c(=O)cc(SCC(=O)N2CCN(C)CC2)c2ccccc21` across the screens: 100, 94, 3, 24[fluorescence artefact?], -9, 1.4, 97, 84, 1
# `C=CCc1c(C)nc(SCC(N)=O)[nH]c1=O` across the screens: 94, 97, -5, 4, -5, 1.2, 96, 98, -2

# Carrying on:
SMILES	ERa SRC1 pot	Fibroblast inh	ERa SRC1 inh	Smad3 inh	ERb coact inh	MT1-MMP txn act	H69AR growth 86K	HUVEC prolif 384	CD11b adhes enh
O=C(Cn1c(=O)oc2ccccc21)c1ccccc1	105	95	1	3	2	1.1	92	89	2
CN(C)/C=C1/C(=O)Nc2ccccc21	127	96	0	2	0[fluorescence artefact?]	1.2	99	96	0
CCCn1cc(SCC(=O)NCc2ccco2)c2ccccc21	123	98	-7	-17	-16	1.2	100	88	-3
O=C(CSc1nnc(Cn2cnc3ccccc32)o1)Nc1cccc2ccccc12	81	89	1	-6	3	1.1	76	95	-1
CCN(C(=O)CSc1ccc2c(c1)OCCO2)C1CCS(=O)(=O)C1 (centres undefined)	115	96	2[fluorescence artefact?]	12[fluorescence artefact?]	1	1.2	89	101	0
CC(C)(C)OC(=O)N[C@H](Cc1ccccc1)C(=O)N1CCC(C(=O)O)CC1	109	112	-8	9[fluorescence artefact?]	17	1.2	96	92	3
Nc1ncnc2nc(SCC(=O)N3CCN(c4ccccc4)CC3)[nH]c12	107	95	-2	1	-8	1	81	80	-3
COc1ccc(Cc2nnc(SCc3nc4ccccc4c(=O)[nH]3)n2C)cc1	88[fluorescence artefact?]	98	5	3	-5	1	91	87	-2
COc1ccc(C)cc1NC(=O)Nc1ccccc1	92	98	3	-8	-2[fluorescence artefact?]	1.1	84	97	4
CC(C)(C)c1cc(C(=S)N2CCN(CCO)CC2)cc(C(C)(C)C)c1O	85	94	-14	6	-24	1	88	94	-1
COc1ccc(-c2cc(C(F)(F)F)n3nc(C(=O)O)nc3n2)cc1	117	104	-1[fluorescence artefact?]	8	-2[fluorescence artefact?]	1	89	99	-3
CCN1CCN(Cc2nc3c(c(=O)n(C)c(=O)n3C)n2CCCc2ccccc2)CC1	111	87	-8	-3	-6	1	85	92	-1
CC(C)c1cc(C(=O)NC2CCCCC2)no1	113	98	1[fluorescence artefact?]	0	-3[fluorescence artefact?]	1.8	89	99	.
CCOc1ccc(NC(=NCc2ccc3c(c2)OCO3)SC2CC(=O)N(c3ccccc3)C2=O)cc1 (centres undefined)	99	83	-14	1	1	1.2	35*	53	.
CC12CC(c3ccccc3O1)N(C(=O)c1ccco1)C(=S)N2c1ccc(F)cc1 (centres undefined)	95	87	1	0	0	1.1	6.4*	60	-4
COc1ccc2c(C(=O)CN3CCC(C)CC3)c[nH]c2c1	104[fluorescence artefact?]	100	-2	8	-8	1.5	100	104	-4
CCN1C(=O)c2cccc3c(NC(=O)c4ccc(OC)c(OC)c4)ccc1c23	115[fluorescence artefact?]	96	-11	7	0	.	59	74	-1
CCOC(=O)C1CCN(C(=O)Cc2cccc3ccccc23)CC1	104	96	-20	6	-17	1.2	105	101	.
C=CC[n+]1c(-c2ccc(OC)c(OC)c2)csc1NNC(=O)Nc1ccccc1	80	93	0	7	-3	1	85	102	.
CC(=O)Nc1ccc(S(=O)(=O)NCc2csc(-c3cccnc3)n2)cc1	120	102	-10	-4	0	1.1	91	96	-2
CCOc1ccc2c(c1)C(c1ccccc1)=NNC(c1ccccc1)=N2	112	98	-7	-6	-5	1.2	95	89	.
COC(=O)C1CSc2[nH]c(=O)sc2C1c1ccc(O)c(OC)c1 (centres undefined)	97	102	8	-11	0	1.1	66	116	2
O=C(CN1/C(=C(/O)c2ccccc2)C(=O)c2ccccc2S1(=O)=O)c1ccccc1	98	94	-3	-2	4	1.3	28*	87	-3
Clc1ccc(OCCSc2ncccn2)cc1	91	115	-5	-8	-3	1.6	94	98	-2
O=C(CC1Nc2ccccc2NC1=O)NCC1COc2ccccc2O1 (centres undefined)	83	111	-5	4	2	1.1	96	106	-4
COC(=O)c1c(NC(=O)CN2CCC(C(N)=O)CC2)c2c(C)cccc2n1C	109	96	-1[fluorescence artefact?]	-1	-2	1.1	78	90	-2
CC(=O)NC(C)(C)C1CC=C(C)/C(=N\O)C1 (centres undefined)	83	106	6[fluorescence artefact?]	-5	15[fluorescence artefact?]	1.1	97	94	-3
CC(Sc1nncn1C)C(=O)Nc1nnc(-c2ccccc2)s1 (centres undefined)	93	96	14	11	-10	.	99	98	1
Cc1cc(C)c(O)c(-c2cc(C(=O)Nc3ccc(S(=O)(=O)N4CCOCC4)cc3)[nH]n2)c1	123	41*	4	8	-1	0.9	9.2*	36	0

# An excerpt of these results, with values under each structure:
# Values run as follows: ERa SRC1 pot	Fibroblast inh	ERa SRC1 inh	Smad3 inh	ERb coact inh	MT1-MMP txn act	H69AR growth 86K	HUVEC prolif 384	CD11b adhes enh
CC(=O)Nc1ccc(S(=O)(=O)NCc2csc(-c3cccnc3)n2)cc1
→ 120	102	-10	-4	0	1.1	91	96	-2
CCOc1ccc2c(c1)C(c1ccccc1)=NNC(c1ccccc1)=N2
→ 112	98	-7	-6	-5	1.2	95	89	.
COC(=O)C1CSc2[nH]c(=O)sc2C1c1ccc(O)c(OC)c1 (centres undefined)
→ 97	102	8	-11	0	1.1	66	116	2
